Bioassay records: PubChem BioAssay, National Center for Advancing Translational Sciences (NCATS)
HT1080-NT tox: kills 2HG-producing HT-1080-NT fibrosarcoma cells | actives 1.6% (n = 360,000) | Potency, µM (series often up to 46.1 µM), inactives show at the top dose activity, negative = less viability, actives largely listed as cytotoxic | HT-1080-NT fibrosarcoma viability, CellTiter-Glo ATP luminescence, 48 h | AID 686970;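 also: NT is the 2HG producing partner of a matched IDH1 knockdown line; potency is read from the fitted curve at half-maximal effect; 0% = DMSO-treated cells and -100% = media-only wells without cells; nearly all actives have a fitted effect of over 55% in size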
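Viability of the 2HG-overproducing fibrosarcoma line after 48 hours of compound exposure at 37 degrees C was determined by luminescence with CellTiter-Glo, and concentration-effect curves were then fitted and categorized.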
D3 ag: activates the human D3 dopamine receptor; actives 0.58% (n = 410,000); max activation, %; P35462; D3R DiscoveRx beta-arrestin cells, luminescence, 90 min; in the data active = max activation above about 30%; also: 0% is about no effect; mostly tested at two doses, the higher about 12 µM
Target sequence (P35462 whole entry, looked up): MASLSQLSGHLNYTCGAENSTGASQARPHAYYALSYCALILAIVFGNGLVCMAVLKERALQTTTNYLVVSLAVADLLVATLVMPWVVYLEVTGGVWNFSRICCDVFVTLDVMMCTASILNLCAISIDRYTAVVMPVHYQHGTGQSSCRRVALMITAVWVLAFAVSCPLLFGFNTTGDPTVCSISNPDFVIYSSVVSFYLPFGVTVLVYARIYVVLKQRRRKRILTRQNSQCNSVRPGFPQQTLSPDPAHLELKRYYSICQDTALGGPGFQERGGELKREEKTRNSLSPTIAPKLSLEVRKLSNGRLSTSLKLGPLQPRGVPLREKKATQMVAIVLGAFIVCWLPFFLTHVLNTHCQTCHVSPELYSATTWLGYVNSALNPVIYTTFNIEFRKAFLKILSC
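Agonist-mode cell screen: cells plated at 1500/well and incubated overnight at 37 °C, then exposed to library compounds for 90 min at 37 °C. Detection reagent was added for 30–60 min at room temperature, and luminescence was read.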
HT1080 IDH1KD tx: HT-1080 IDH1 knockdown cell toxicity (counter line); HT-1080 IDH1 knockdown viability, ATP luminescence, 48 h; Potency, µM (highest dose often 46.1 µM), for inactives: top-dose activity, negative = toxicity, usual class: cytotoxic; actives 2% (n = 360,000); AID 686971;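 also: potency is read from the fitted curve at half-maximal effect; 0% = DMSO wells and -100% = cell-free medium wells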
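% activity derives from luminescence (CellTiter-Glo), normalised to DMSO and no-cell wells. HT-1080-IDH1KD cells, 750/well, had 48 h compound exposure at 37 °C.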
GLP-1R agonist: GLP-1 receptor (human) agonism; actives 0.007% (n = 380,000); P43220; Potency, µM (doses to about 45.6 µM), for the others: top-dose activation, usual class: activators; HEK293 GLP-1R CRE-luciferase, luminescence, 4-6 h; cells express a hypersensitive GLP-1R form; also: potency is read from the fitted curve at half-maximal effect; % of control where 0% means no effect
Target sequence (P43220 whole entry, looked up): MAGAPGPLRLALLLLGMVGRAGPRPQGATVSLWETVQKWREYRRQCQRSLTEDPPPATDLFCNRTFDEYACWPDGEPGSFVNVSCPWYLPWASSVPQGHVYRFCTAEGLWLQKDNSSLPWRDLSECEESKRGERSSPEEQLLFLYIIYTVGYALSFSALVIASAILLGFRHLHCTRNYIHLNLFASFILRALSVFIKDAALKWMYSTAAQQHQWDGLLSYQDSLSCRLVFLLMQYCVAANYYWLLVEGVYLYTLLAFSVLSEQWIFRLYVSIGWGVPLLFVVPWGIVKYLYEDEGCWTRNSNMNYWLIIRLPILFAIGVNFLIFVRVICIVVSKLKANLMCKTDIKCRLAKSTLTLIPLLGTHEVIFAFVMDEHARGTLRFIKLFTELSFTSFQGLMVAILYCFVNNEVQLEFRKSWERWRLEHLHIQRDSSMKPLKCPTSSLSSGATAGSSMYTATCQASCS
DRD3 antagonist: D3 dopamine receptor (human) antagonism; P35462; D3R cells, DiscoveRx beta-arrestin luminescence, antagonist mode; active compounds read low; max response, negative = inhibition, %; actives 2.5% (n = 360,000); in the data active = max response below about -50%; inconclusive = no clear call, values can overlap the other calls; also: % is scaled to controls: 0 for no effect and ±100 for the full control effect; mostly tested at two doses, the higher about 12 µM
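Cells expressing the human receptor were seeded at 1500 cells/well, incubated overnight at 37 degrees C in 5% CO2, then exposed to library compounds with dopamine controls for 90 minutes at 37 degrees C before luminescent detection.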
KB-3-1 tox: kills parental KB-3-1 adenocarcinoma cells; Potency, µM (top dose mostly 46.1 µM), inactives show at the highest dose activity change, negative = cytotoxic, actives largely listed as cytotoxic; KB-3-1 viability, CellTiter-Glo ATP luminescence, 72 h; actives 1.4% (n = 400,000); also: potency is read from the fitted curve at half-maximal effect; % is scaled to controls: 0 for no effect and ±100 for the full control effect; nearly all actives have a fitted effect of over 60% in size
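72 h, 37 °C compound treatment of KB-3-1 parental cells; CellTiter-Glo added, 10 min, luminescence read. Data corrected against DMSO-only plates and normalized before curve fitting.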
IL-1B inflam inh: blocks inflammasome-driven IL-1 beta release | THP-1 LPS/ATP IL-1B secretion, AlphaLISA, 16 h; active compounds read low | activity change, % at 57.5 µM | actives 4.7% (n = 360,000); in the data active = activity change below about -50%; inconclusive = mostly about -30% to -49%; also: % is scaled to controls: 0 for no effect and ±100 for the full control effect
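Secreted IL-1B measured by AlphaLISA bead assay after 16 h compound exposure of THP-1 cells; compounds (final up to 57.5 uM) added 1 h before LPS (250 ng/mL) and ATP (1.25 mM) stimulation; lower signal means less secretion.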
SW480 rerep: DNA re-replication induction in SW480 cells; SW480 DNA re-replication, Hoechst DNA content imaging, 48 h; Potency, µM (series often up to 46.1 µM), without a hit: at the top dose re-replication activation, actives largely listed as activators; actives 1.8% (n = 340,000); also: potency is read from the fitted curve at half-maximal effect; % of control where 0% means no effect; nearly all actives have a fitted effect of over 55% in size
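Image-based DNA-content assay: after two days of treatment, nuclei were labelled with the DNA dye Hoechst and imaged, and hits were compounds raising the count of nuclei showing high fluorescence intensity.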
KB-V1 cytotox: kills drug-selected multidrug resistant KB-V1 cells. KB-V1 MDR cells viability, CellTiter-Glo, 72 h. Potency, µM (highest dose often 46.1 µM), without a hit: at the top dose activity change, negative = cytotoxicity, hits mostly cytotoxic. actives 3.4% (n = 400,000). AID 1347076; also: potency is read from the fitted curve at half-maximal effect; % is scaled to controls: 0 for no effect and ±100 for the full control effect; nearly all actives have a fitted effect of over 60% in size
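KB-V1, DMEM (no phenol red) + 10% FBS; cpd pin-transferred, titration series; 72 h, 37 degrees C; CellTiter-Glo, luminescence. Data normalized, curve-fit.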
An asterisk follows results filed as active; ? = inconclusive; · = not tested or not shown; & = joins results of further samples; [ ] = another dose, or the depositor's remark. Unless noted, calls follow the shape of the dose curve; as a rule, active = well fitted curve in the direction sought with a large enough effect; inconclusive = small, poorly fitted or top-dose-only effect, or another doubt; inactive = no such curve, though single readings can be large; an effect the other way counts as inactive or inconclusive.

SMILES	HT1080-NT tox	D3 ag	HT1080 IDH1KD tx	GLP-1R agonist	DRD3 antagonist	KB-3-1 tox	IL-1B inflam inh	SW480 rerep	KB-V1 cytotox
O=C(CCOc1ccccc1)N1CCN(S(=O)(=O)c2ccccc2F)CC1	2%	3	1%	15%	-17	-14%	-7	3%	21µM*
COc1ccccc1OCC(=O)NNC(=O)c1ccc2c(=O)n3c(nc2c1)CCC3	10%	15	12%	-13%	6	16%	?	-4%	0%
CN(C)c1ccc(/C=N/N(Cc2ccccc2)c2ccccc2)cc1	15%	8	0%	-31%	14	?	-19	-3%	-7%
Cc1ccc(NC(=O)CN2CCC(C(=O)c3ccc4c(c3)OCCO4)CC2)cc1	-1%	-4	-13%	1%	-52*	-7%	-1	-2%	-21%
Cc1ccc(OCCC(=O)OCC(=O)NCCc2ccc(Cl)cc2)cc1	3%	-10	-1%	-8%	-7	13%	12	-4%	0%
COc1cc(-c2noc(C)c2C#CCO)cc(OC)c1OC	15%	0	2%	2%	-7	-14%&-6%	-9	1%	?
Cc1ccc(SCCC(=O)N2CCN(S(=O)(=O)c3ccccc3)CC2)cc1	-1%	-14	-14%	5%	-19	·	-5	10%	·
CC(=O)c1ccc(OC2(C)CCN(Cc3ccccc3OC(F)F)C2)cc1 (stereo not drawn)	-11%	-14	0%	11%	?	0%	6	·	1%
CCc1ccccc1NC(=O)Nc1c(C)n(C)n(-c2ccccc2)c1=O	-5%	-8&1	9%	-18%	3	7%	-3	-6%	?
CCN1CC=C2C(C#N)=C(N)C(C#N)(C#N)C(c3cc(Cl)ccc3Cl)C2C1 (stereo not drawn)	-13%	-18	?	-1%	-90*	0%	-8	8%	-3%
Cc1ccc(S(=O)(=O)N2Cc3ccccc3CC2C(=O)N(C)C)cc1 (stereo not drawn)	6%	0	0%	11%	25	8%	12	·	-2%
Cc1ccc(C)c(OCC(=O)Nc2ccccc2C(=O)N2CCN(C)CC2)c1	5%	-9	11%	7%	5	0%	-3	-1%	0%

An excerpt from above, limited to GLP-1R agonist, KB-V1 cytotox and HT1080-NT tox:
compound | GLP-1R agonist | KB-V1 cytotox | HT1080-NT tox
Cc1ccc(S(=O)(=O)N2Cc3ccccc3CC2C(=O)N(C)C)cc1 (stereo not drawn) | 11% | -2% | 6%
Cc1ccc(C)c(OCC(=O)Nc2ccccc2C(=O)N2CCN(C)CC2)c1 | 7% | 0% | 5%

Ordered by length of the SMILES (lowest first): some entries from above
SMILES	HT1080-NT tox	D3 ag	HT1080 IDH1KD tx	GLP-1R agonist	DRD3 antagonist	KB-3-1 tox	IL-1B inflam inh	SW480 rerep	KB-V1 cytotox
COc1cc(-c2noc(C)c2C#CCO)cc(OC)c1OC	15%	0	2%	2%	-7	-14%&-6%	-9	1%	?
CCc1ccccc1NC(=O)Nc1c(C)n(C)n(-c2ccccc2)c1=O	-5%	-8&1	9%	-18%	3	7%	-3	-6%	?
Cc1ccc(S(=O)(=O)N2Cc3ccccc3CC2C(=O)N(C)C)cc1 (stereo not drawn)	6%	0	0%	11%	25	8%	12	·	-2%
Cc1ccc(SCCC(=O)N2CCN(S(=O)(=O)c3ccccc3)CC2)cc1	-1%	-14	-14%	5%	-19	·	-5	10%	·
CCN1CC=C2C(C#N)=C(N)C(C#N)(C#N)C(c3cc(Cl)ccc3Cl)C2C1 (stereo not drawn)	-13%	-18	?	-1%	-90*	0%	-8	8%	-3%

Continuation:
SMILES	HT1080-NT tox	D3 ag	HT1080 IDH1KD tx	GLP-1R agonist	DRD3 antagonist	KB-3-1 tox	IL-1B inflam inh	SW480 rerep	KB-V1 cytotox
COc1cccc(CNc2nc(NCc3ccccc3)nc3ccsc23)c1	21µM*	-4	?	-3%	10	?	-55*	·	9.2µM*
Cc1cc([N+](=O)[O-])nn1CCCC(=O)Nc1cccc(Cl)c1Cl	1%	4	4%	15%	-3	5%	-12	0%	-1%
COc1ccccc1-c1c(C)nn2c(N3CCC(C)CC3)cc(C)nc12	-2%	-1	12%	9%	-6	0%	-51*	?	?
N=C1N(/N=C/c2ccccc2)C(=Nc2ccccc2)C(=S)N1c1ccccc1	-4%	1	3%	-10%	35	-5%	11	-3%	0%
Cn1c(N)c(C(=O)COC(=O)C2Cc3ccccc3CN2S(C)(=O)=O)c(=O)n(C)c1=O (stereo not drawn)	-11%	-3	-2%	25%	-2	-5%	48	·	-2%
Cc1cccn2c(=O)nc(SCC(=O)NC3CCCCC3)nc12	17%	7	13%	7%	10	10%	-10	-92%[inhibitor]	10%
Fc1ccc(/C=N/N2CCCCC2)c(F)c1	1%	2	11%	4%	0	2%	12	5%	0%
COc1ccc(/C=N/NC(=O)CSCC(=O)Nc2ccccc2)cc1	1%	-1	-1%	-5%	18	-1%	15	-15%	6%
CCC1(c2ccccc2)NC(=O)N(CC(=O)Nc2cc(S(=O)(=O)N3CCCCCC3)ccc2OC)C1=O (stereo not drawn)	-1%	12	-12%	0%	38	-9%	-3	9%	-12%
CCOc1ccccc1NC(=O)COC(=O)CN1C(=O)NC(C)(C)C1=O	-4%	0	-6%	1%	17	-1%	-7	-5%	-19%
Cc1nc(C)c(-c2csc(Nc3ncccc3C)n2)s1	-18%	3	-18%	10%	107	?	-3	20%	?
O=C(NC(=S)NCC1CCCO1)c1ccccc1F (stereo not drawn)	0%	-5	4%	-4%	1	2%	6	-8%	5%
COc1ccc(CC(=O)N(Cc2nc(-c3ccc(C)cc3)no2)C(C)C)cc1	·	8	·	4%	·	-2%	·	·	12%
CCC1(C)Cc2c(C#N)c(SC)nc(N3CCOCC3)c2CO1 (stereo not drawn)	-4%	7	-4%	20%	19	2%	40	-2%	-9%
CC(=O)Nc1ccc(NC(=O)CN(C)S(=O)(=O)c2ccc3ccccc3c2)cc1	-4%	-7	-20%	-1%	-19	2%	-5	0%	27%
COc1ccc(NC(=O)CSCc2cc(=O)n3ccsc3n2)cc1	11%	1	12%	1%	16	?	-7	-12%	18%
O=C(O)CCCCCNC(=O)c1ccncc1	-5%	-12	0%	4%	-9	-7%	-27	-14%	23%
COCCCNc1nc2ccccc2nc1NS(=O)(=O)c1ccc(C)c(C)c1	-9%	4	-2%	12%	-16	2%	40	3%	2%
CN1CCN(C(=O)c2cc(-c3cccc(Cl)c3)on2)CC1	0%	-8	1%	3%	?	-14%	1	-9%	?
Cc1cccc(NC(=O)CCN2C(=O)C3C4C=CC(C4)C3C2=O)c1 (stereo not drawn)	2%[9.24 µM]	3	-20%	-7%	-7	2%	-10	-2%	8%
COc1ccccc1-c1cnn2c(NC3CCCC3)cc(C)nc12	17%	11	0%	?	7	-18%	-21	28%	?
Clc1cccc(-c2nc(NCCN3CCOCC3)c3ccccc3n2)c1	?	-4	?	17%	44	3%	-86*	1%	21µM*
Cc1ccccc1C(=O)Nc1ccc(C(=O)O)cc1NC(=O)c1ccccc1C	0%	-3	3%	-6%	5	16%	8	1%	13%
CN(CCOC(=O)C1c2ccccc2Oc2ccccc21)C(C)(C)C	24%	-3	14%	-10%	-18	-3%	14	-14%	13%
Nc1ccc(Oc2ccc3c(c2)C(=O)N(CC2CCCO2)C3=O)cc1 (stereo not drawn)	-2%	-8	6%	21%	-2	-2%	-10	-7%	0%
C[n+]1ccc2[nH]c3ccccc3c2c1	11%	1	-9%	-4%	9	0%	-7	·	3%
Cc1ccc(CN2CC(C(=O)Nc3cc(C)ccn3)CC2=O)cc1 (stereo not drawn)	-1%	5	5%	11%	1	4%	-8	29µM*	?
COC(=O)COc1ccc(S(=O)(=O)N2CCN(c3ccc(F)cc3)CC2)cc1	12%	1	17%	1%	-20	10%	3	26%	7%
O=C(COC(=O)c1cccnc1Cl)NCc1cccs1	0%	-7	13%	8%	-11	-1%	-6	-4%	18%
CC(=O)N1CCN(S(=O)(=O)c2cccc(C(=O)OCc3cccc(F)c3)c2)CC1	-6%	-1	0%	24%	32	0%	26	-9%	18µM*
COc1ccc(CCNC(=S)NC(=O)c2cccc([N+](=O)[O-])c2)cc1OC	-14%	2	5%	3%	10	·	-23	2%	·
CCN1CCN(Cc2ccc(NC(=O)Nc3ccccc3)cc2)CC1	0%	-16	5%	-8%	-5	4%	-4	-8%	19%
CN(C)/N=C/c1cc([N+](=O)[O-])ccc1O	8%	-12	-3%	-1%	-61*	-4%	23	?	-13%
COC(=O)C1(Cc2ccccc2)NC(c2ccc(F)cc2)C2C(=O)N(C)C(=O)C21 (stereo not drawn)	3%	4	10%	-7%	7	2%	12	-1%	0%
COc1cc(Cl)c(C)cc1NC(=O)COC(=O)C1=NN(c2ccccc2)C(=O)CC1	-4%	13	0%	3%	15	1%	43	-22%	-1%
C=C1CC[C@@]23CC[C@]4(C)[C@@](OC2=O)([C@@H]3C1)[C@H]1O[C@H]1C1[C@@]2(C)CC[C@H](O)C(C)(C)C2CC[C@]14C (stereo partly drawn)	18%	1	0%	-3%	18	9%	41	9%	1%

Record cards (already shown). Values in the order: HT1080-NT tox	D3 ag	HT1080 IDH1KD tx	GLP-1R agonist	DRD3 antagonist	KB-3-1 tox	IL-1B inflam inh	SW480 rerep	KB-V1 cytotox
COc1ccc(CC(=O)N(Cc2nc(-c3ccc(C)cc3)no2)C(C)C)cc1 is entered as ·	8	·	4%	·	-2%	·	·	12%
CN1CCN(C(=O)c2cc(-c3cccc(Cl)c3)on2)CC1 is entered as 0%	-8	1%	3%	?	-14%	1	-9%	?
